Rat MKP-3 inhibitors: MKP-3 phosphatase inhibitors, primary screen, biochemical, rat enzyme, in vitro (AID 425); Dual specificity protein phosphatase 6 (Rattus norvegicus); recombinant MKP-3 phosphatase activity, fluorescence; higher % means a stronger effect; inhibition, % at 20 µM; hits with a dose series show IC50 in µM; actives 0.17% (n = 110,000); in the data active means inhibition above about 50%;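 further: plate controls were vehicle for no effect and reference inhibitor for full effect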
Hsp70 displacement: Hsp70 inhibitors, probe displacement, primary screen, biochemical, fluorescence polarization (AID 583); Hsp70 fluorescence polarization probe displacement, mP; higher % means a stronger effect; displacement, % at 20 µM; hits with a dose series show IC50 in µM; actives 0.06% (n = 140,000); in the data active means displacement above about 50%;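 further: plate controls were vehicle for no effect and reference ligand for full effect; a part of the inactive calls stands beside numbers as strong as those of hits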
Starred values were filed as active, the others as inactive; / = no result given; & = joins results of further samples. The list is partial; count on the stated rates, not on these rows.

no.	Rat MKP-3 inhibitors	Hsp70 displacement	Structure
1	-18%	9.2%	Cc1ccc(-n2ncc(C#N)c2/N=C/N2CCN(C)CC2)cc1
2	8%	-4.8%	CCC(=O)N1CCc2cc(S(=O)(=O)NCCC(=O)NC3CCCc4ccccc43)ccc21 (stereo not given)
3	4%	-1.6%	COC(=O)c1c(NC(=O)c2ccco2)sc2c1CCC2
4	1%	-4.0%	O=[N+]([O-])c1ccc(C(O)C23CN4CN(CN(C4)C2)C3)cc1 (stereo not given)
5	-14%	6.3%	CCOC(=O)CSc1nc2c(c(=O)n(C)c(=O)n2C)n1Cc1ccccc1F
6	-3%	3.3%	CC(C)Oc1snc(Cl)c1C(N)=O
7	-2%	-6.8%	NC(=O)CSc1nnc(Cn2c(=O)sc3ccccc32)n1-c1cccc(Cl)c1
8	/	-1.9%	O=C(Nc1ccc2c(c1)OCCO2)C1CCN(C(=O)c2ccccc2)CC1
9	-4%	-4.8%	O=c1c2cnn(-c3ccccc3)c2ncn1Cc1ccccc1F
10	1%	-5.4%	Cc1ccc(S(=O)(=O)N2CCC(C(=O)O)CC2)c2nsnc12
11	/	-0.2%	Cc1ccc(S(=O)(=O)N(C)c2ccc(OCC(=O)NCc3ccco3)cc2)cc1
12	6%	3.0%	COc1cccc(C2c3c(oc4ccccc4c3=O)C(=O)N2c2ccccn2)c1 (stereo not given)
13	-5%	-2.1%	Cc1cc(C)n2nc(NCc3ccccc3)nc2n1
14	-6%	8.5%	Clc1cccc(Cl)c1-c1nnc2ccc(N3CCOCC3)nn12
15	-3%	0.7%	O=C(NC(NC(=S)Nc1ccc(-c2ccccc2)cc1)C(Cl)(Cl)Cl)c1ccccc1Cl (stereo not given)
16	4%	2.4%	O=[N+]([O-])c1cccc(N/N=C/c2ccc3c(c2)OCO3)c1
17	4%	-1.5%	CCc1ccc(-c2nc3cc(NC(=O)c4ccc5c(c4)OCCO5)ccc3o2)cc1
18	2%	0.1%	COC(=O)CN(c1ccccc1)S(C)(=O)=O
19	4%	6.2%	Cc1cc(Cl)ccc1OCC(O)CN1C(C)CCCC1C (stereo not given)
20	2%&4%	0.4%&5.3%	COc1ccc(C2Nc3ccccc3C(=O)N2Cc2ccco2)cc1CN1C(=O)c2ccccc2C1=O (stereo not given)
21	/	4.0%	COc1cc(NS(=O)(=O)c2ccc3c(c2)n(C)c(=O)n3C)cc(OC)c1
22	-10%	-0.9%	NC(=O)CSc1nnc(-c2ccncc2)n1-c1ccc(Cl)cc1
23	0%	0.9%	S=c1[nH]cnc2sc3c(c12)CCC3
24	-2%	12%	O=C1NN(c2ccc(F)cc2)C(=O)/C1=C\c1ccc(-c2cccc(C(=O)O)c2)o1
25	4%	0.4%	CCn1c(SCC(=O)Nc2oc(-c3ccccc3)c(-c3ccccc3)c2C#N)nnc1-c1ccco1
26	-12%	-1.5%	CC1CN(c2nc3c(c(=O)n(Cc4ccc(Cl)c(Cl)c4)c(=O)n3C)n2C)CC(C)O1 (stereo not given)
27	1%	2.8%	COC(=O)C1=C(C)N(C)C(C)=C(C(=O)OC)C1c1ccc(Cl)c(Cl)c1
28	/	1.0%	CCCCn1c(-c2cccs2)nc2nc3ccccc3nc21
29	3%	7.0%	COc1cc(N)c(C(c2ccc(C)o2)c2ccc(C)o2)cc1OC
30	1%	-2.1%	O=C(/C=C/c1ccccc1)NCC1(c2ccccc2)CCOCC1
31	6%	3.4%	Cc1ccc(Cn2ccc(NC(=O)c3cc(-c4ccccc4)on3)n2)cc1
32	-2%	3.9%	CCOC(=O)c1ccccc1NC(=O)CCc1ccccc1
33	-2%	2.2%	COCCc1ccc(OCC(O)CNC(C)C)cc1 (stereo not given)
34	-6%	5.0%	COc1ccc(N2CCN(C(=O)CSc3nnc4ncccn34)CC2)cc1
35	-3%	0.9%	C(#CCn1c2ccccc2c2ccccc21)CN1CCOCC1
36	/	6.0%	Cc1ccc(OC(=O)c2ccccc2P(=O)(O)O)cc1
37	-7%	-1.7%	COc1ccc(N2CCN(Cc3nc(N)nc(N4CCCc5ccccc54)n3)CC2)cc1
38	-2%	-1.6%	O=C(NCc1ccco1)c1cnn2c(C(F)(F)F)cc(-c3ccco3)nc12
39	11%	1.8%	COc1cc(OC)c(NC(=O)CCNC(=O)Cn2cnc3ccccc3c2=O)cc1Cl
40	-1%	-0.3%	CCOC(=O)C1=C(O)/C(=C/c2ccc(C)o2)SC1=Nc1ccccc1
41	-9%	4.1%	O=C(CNC(=O)c1ccc(Br)o1)Nc1cccc(-c2cnc3ccccc3n2)c1
42	0%	5.9%	O=c1/c(=C\c2cccc(Oc3ccc(C(F)(F)F)cc3[N+](=O)[O-])c2)sc2nc3ccccc3n12
43	-6%	-7.8%	CCOC(=O)c1cnc(SC2CC(=O)N(c3ccc(OC)c(OC)c3)C2=O)nc1N (stereo not given)
44	1%	-3.7%	COc1ccc(/C=C2\SC(=S)N(NC(=O)c3ccccc3[N+](=O)[O-])C2=O)cc1OC
45	3%	-0.3%	O=[N+]([O-])c1cccc(Cl)c1N1CCN(S(=O)(=O)c2ccc(Cl)cc2)CC1
46	/	15%	O=C(Nc1nc2ccccc2[nH]1)c1ccc(Cl)c(S(=O)(=O)N2CCCC2)c1
47	/	0.8%	CN1CCCN(Cc2ccc(Cl)cc2Cl)CC1
48	-6%	4.3%	O=C1Nc2ccc(S(=O)(=O)N3CCCC3C(=O)O)c3cccc1c23 (stereo not given)
49	1%	-7.8%	CCC(Sc1nc(=O)cc(N)n1CCc1ccccc1)C(=O)Nc1cc(C)on1 (stereo not given)
50	/	9.6%	C=CCC(=O)OCC(=O)Nc1ccc(Cl)cn1

Remaining list, next part:
no.	Rat MKP-3 inhibitors	Hsp70 displacement	Structure
51	3%	-1.7%	O=C(Nc1ccc(Br)c(Cl)c1)c1cccs1
52	-7%	1.5%	O=C(CC(Nc1ccc(F)cc1)C(=O)O)c1ccccc1 (stereo not given)
53	1%	-1.4%	CCS(=O)(=O)n1nc(NCc2cccc(OC)c2)nc1NCc1cccc(OC)c1
54	-5%	-4.1%	COc1ccc(N2C(=O)CC(N3CCN(c4nc5ccccc5s4)CC3)C2=O)cc1 (stereo not given)
55	2%	-7.3%	CCOc1ccc2nc(SC3CC(=O)N(c4cc(Cl)ccc4Cl)C3=O)sc2c1 (stereo not given)
56	/	-3.9%	COC(=O)C1=C(C)N=C2SCCC(=O)N2C1c1ccc(OC(=O)c2ccco2)cc1 (stereo not given)
57	-4%	4.6%	CC1=CC2=NC(=O)CC(C)(C(=O)N(CC(=O)NC(C)(C)C)C3CCCC3)N2C=C1 (stereo not given)
58	-3%	6.8%	COc1ccccc1CNC(=O)c1ccc(CN(c2ccccc2)S(C)(=O)=O)cc1
59	-10%	4.8%	O=C(Cc1ccc(-n2cnnn2)cc1)NC12CC3CC(CC(C3)C1)C2
60	6%	0.0%	O=C(CSCC(=O)Nc1cccc(C(F)(F)F)c1)Nc1ccccc1
61	3%	-4.8%	O=C(/C=C/c1ccc2c(c1)OCO2)NC1CC2CCC1C2 (stereo not given)
62	4%	6.4%	O=C(CN1CCOCC1)N(c1ccccc1)c1ccc2ccccc2c1
63	-4%	1.3%	CCC(C)NC(=O)Cn1cc2c(n1)CCC(C)C2 (stereo not given)
64	-9%	22%	O=c1cc(CN2CCN(c3ccc(F)cc3)CC2)nc2sccn12
65	3%	-3.6%	CC(C)(C)C1CCC2(CC1)NNC(=S)NN2
66	4%	-3.8%	COc1ccccc1C(=O)N1CCN(Cc2cc(OC)c(O)c(OC)c2)CC1
67	1%	-0.2%	CN1CCN(C2=NC(=O)/C(=C/c3ccc4c(c3)OCO4)S2)CC1
68	/	6.7%	CC(=O)Nc1ccc(OCC(O)CN2CCN(S(=O)(=O)c3ccc(NC(C)=O)cc3)CC2)cc1 (stereo not given)
69	0%	3.4%	CCOC(=O)N1CCN(S(=O)(=O)c2cc(OCC(N)=O)c(C)cc2Cl)CC1
70	-3%	-0.5%	N#Cc1nc(-c2cccs2)oc1NCCc1ccccc1
71	-9%	2.7%	CCOc1ccc(NC(=O)CN2C(=O)C3CC=CCC3C2=O)cc1 (stereo not given)
72	1%	9.2%	CCOC(=O)C1=CSC2=NS(=O)(=O)CCN12
73	/	-6.1%	CC1=C(C(=O)OCC(C)C)[C@]23C(=O)c4ccccc4[C@@]2(O1)OC(N)=C3C#N
74	-11%	4.0%	COC(=O)CSc1nc2cc3c(cc2cc1C)OCCO3
75	-3%	1.9%	COc1ccc(OC)c(C2C(C(N)=O)=C(C)Nc3nc(-c4cccc(Cl)c4)nn32)c1 (stereo not given)
76	-6%	-1.9%	Cc1cc2cc(C(c3nnnn3Cc3ccco3)N3CCc4ccccc43)c(=O)[nH]c2cc1C (stereo not given)
77	/	2.4%	CN(C)S(=O)(=O)c1cccc(N=c2scc(-c3ccc4c(c3)NC(=O)CO4)n2CC2CCCO2)c1 (stereo not given)
78	-4%	-2.0%	COc1ccc(-n2c(=O)c3c4c(sc3n3c(SCC(N)=O)nnc23)CCCC4)cc1
79	5%	0.0%	Cn1c(CCN2CCOCC2)nc2cc(NC(=O)COc3ccccc3)ccc21
80	4%	-2.8%	CCOC(=O)Cn1c(CN(C)Cc2ccccc2)nc2c1c(=O)n(C)c(=O)n2C
81	-4%	3.7%	COC(=O)[C@H](CC(C)C)NC(=O)NC1CCCc2ccccc21 (stereo not given in full)
82	-3%	0.4%	O=C1N/C(=N\N=C\c2cccc([N+](=O)[O-])c2)SC1Cc1cccc(Cl)c1Cl (stereo not given)
83	1%	-11%	CCOc1ccc(C(=O)N2CCN(c3ccccc3OC)CC2)cc1OCC
84	0%	-0.6%	N#Cc1c(-c2ccc(Cl)cc2)cc(-c2ccccc2)nc1N
85	6%	7.2%	CN(C)c1ccc(-c2nn3c(-c4ccccc4Cl)nnc3s2)cc1
86	-10%	1.4%	CN(CC(O)COCc1cccs1)C1CCCCC1 (stereo not given)
87	-5%	-6.8%	O=C(O)C1CCCN1C(=O)Nc1ccc(F)cc1 (stereo not given)
88	-1%	4.9%	COc1cccc(NC(=O)c2cc(Cl)ccc2Cl)c1
89	3%	3.9%	Cc1cc(NC(=O)c2ccc(Cl)cc2)n(-c2ccccc2)n1
90	0%	2.7%	CC(C)(C)c1cc(-c2ccccc2)no1
91	-7%	-1.7%	Cc1nnc(SCC2CCCO2)n1-c1ccccc1 (stereo not given)
92	/	-3.7%	Cc1ccc(CNC(=O)[C@@H]2CCC(=O)N2Cc2ccco2)cc1
93	2%	3.9%	CCOC(=O)/C(N=Nc1cccc(C)c1C)=C(/C)O
94	4%	6.6%	CCn1c(N2CCC(Cc3ccccc3)CC2)nc2c1c(=O)[nH]c(=O)n2C
95	-3%	3.0%	Cc1ccc2c(c1)nnn2C1CCN(S(=O)(=O)c2ccc(C(=O)N(C)C)cc2)CC1
96	-2%	4.0%	Cc1ccc(OC(=O)C(F)(F)F)c2c1NCCC2
97	-15%	0.2%	CCOc1ccccc1NC(=O)c1ccccc1NS(C)(=O)=O
98	2%	-3.6%	Cc1ccc(C)c(N(CC(N)=O)S(=O)(=O)c2ccccc2)c1
99	-2%	3.6%	O=C(c1ccc(C(F)(F)F)cc1)N1CCCCC1
100	2%	-1.5%	COc1cc(C(=O)Nc2ncc(Cc3cccc4ccccc34)s2)cc(OC)c1OC

(listing goes on)
no.	Rat MKP-3 inhibitors	Hsp70 displacement	Structure
101	-9%	-0.2%	Cc1nc2ccc(Cl)cc2nc(C)/c1=N\O
102	2%	-1.1%	O=C(NCc1ccccc1)C1CCN(S(=O)(=O)N2CCOCC2)CC1
103	1%	3.0%	N#C/C(=C\c1ccc2c(c1)OCO2)C(=O)NCc1ccco1
104	-10%	6.5%	COc1ccc(C2C3=C(CC(C)(C)CC3=O)Nc3c2c(=O)[nH]c(=O)n3Cc2ccccc2)cc1 (stereo not given)
105	-5%	4.3%	O=C(COc1ccc(Cl)cc1Cl)Nc1noc2ccccc12
106	-22%	3.0%	CNS(=O)(=O)c1cc(OC)ccc1OC
107	-2%	-7.0%	CCOC(=O)N1CCC(n2c(SCC(=O)NCc3ccco3)nc3ccsc3c2=O)CC1
108	-7%	0.2%	COC(=O)[C@@H](NC(=O)N1CCN(c2cccc(C(F)(F)F)c2)CC1)C(C)C
109	-2%&-2%	5.2%&-0.8%	Cc1cc(C)n(-c2cc(N3CCOCC3)ncn2)n1
110	2%	-4.2%	COC(=O)c1ccccc1-c1ccc(C=O)o1

Screening data (PubChem)
